Bioassay records (PubChem)
Autophagy mod: alters autophagy in cells. MEF GFP-LC3 puncta imaging; test concentration mostly 10 µM. AID 463193. calls only at 10 µM (by protocol). 190,000 compounds, 0.98% hits;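 active means percentage of spot-positive cells more than 3 SD above its plate mean, without a fluorescence outlier flag or 80% toxicity; inconclusive means no clear call, values can overlap the other calls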;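 further: spot-positive cell cutoff set from DMSO-treated cells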
T cell HTS: T cell immune modulation candidate | calls only at 7 µM | 330,000 compounds, 0.068% hits | AID 2052 | 2C CD8+ T cell-vesicle binding, flow cytometry; active compounds read low;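 active means response, share of CD8 T cells binding vesicles, and their 90th percentile fluorescence all below set limits, cut at about 80% in these data, passing the limit was not always enough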
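Material: murine 2C transgenic CD8+ T lymphocytes / Also added: QL9-peptide-loaded Drosophila micro-vesicles bearing Ld, ICAM-1 and B7-1 / Schedule: binding step 1.5 h, 37 °C, antibody labelling 20 min, ice / Signal: flow cytometry, PE anti-B7-1 (FL2) versus Alexa647 anti-CD8 (FL8), PFA-fixed / Evaluation: percent CD8+ FL2 mean versus row control / Benchmarks: naked versus QL9-loaded vesicles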
Dynein cargo inh: dynein cargo transport inhibition; 220,000 compounds, 0.47% hits; z-score, hits read low; AID 1381; 3617.4 mouse cells, GR-EGFP nuclear translocation imaging; test concentration mostly 20 µM; stimulated with dexamethasone, 1 µM; active compounds read low;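 active means plate z-score of nuclear minus cytoplasmic receptor signal below a set negative limit, without overly bright fluorescence or cell loss, cut at about -3.5 in these data, passing the limit was not always enough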;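 further: z-score of nuclear minus cytoplasmic ring GR-EGFP intensity difference per well; some compounds called inactive have numbers as strong as hits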
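Buffer or medium: tet-free medium with charcoal-stripped serum / Also added: dexamethasone agonist, 1.0 µM final, for 30 min / Timing: induction 48 h, compound 1 h, agonist 30 min / Measured by: high-content fluorescence imaging after fixation / Read-out: nuclear-to-cytoplasmic GR-EGFP distribution per well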
WT yeast gro inh: growth inhibition of WT yeast, mitochondrial fusion screen; mitochondrial fusion phenotypic screen, WT strain; inhibition, % at 10 µM; 190,000 compounds, 2.1% hits; AID 1362; in the data active means inhibition above about 58%; tested in S. cerevisiae
M1AAP inhibition: P. falciparum M1AAP inhibitors, biochemical, fluorogenic H-Leu-NHMec substrate, 1536-well (AID 1445). inhibition, % at 30 µM, or IC50 in µM where a hit was titrated. recombinant M1AAP, H-Leu-NHMec fluorogenic kinetic assay; higher % means a stronger effect. 220,000 compounds, 0.42% hits;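 active means primary inhibition above the hit cutoff, then over 50% inhibition at one or more dose response concentrations, cut at about 23% in these data, passing the limit was not always enough; inconclusive means conflicting primary data, or primary hits not chosen for dose response; inactive means low primary inhibition, or under 50% at every dose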;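 further: plate controls were DMSO full reaction for no effect and no enzyme background for full effect; strong numbers were not always called active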
Yfh1-depleted yeast: mitochondrial function rescue without frataxin homolog – Friedreich's ataxia, plus single-dose screen, dose response (AID 1465); fold induction at 50 µM; hits with a dose series show EC50 in µM; 220,000 compounds, 0.074% hits; S. cerevisiae Yfh1-off respiration, WST-1 reduction, 72 h; higher fold induction means a stronger effect;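 active means fold induction of absorbance versus untreated yeast above a set limit, then at least 30% activation at any dose in follow-up; inconclusive means repeats straddling the limit, or above it without dose testing; inactive means fold induction below the set limit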;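 further: activators that raise dye reduction in frataxin-depleted yeast; strong numbers were not always called active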
b-catenin transl: beta-catenin nuclear translocation modulation | HeLa beta-catenin nuclear translocation, immunofluorescence imaging | nuclear translocation activity, % at 5 µM | 190,000 compounds, 0.3% hits | AID 1665;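 active means nuclear translocation activity above 50% at 5 µM, with a well cell count of 50 or more; inconclusive means wells under 50 cells across six images, flagged as toxic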;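 further: per-cell ratio of nuclear to cytoplasmic median beta-catenin stain intensity; plate controls were DMSO negative control for no effect and GSK-3 inhibitor IX positive control for full effect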
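System: HeLa cells, endogenous beta-catenin; compound dosing: 5 µM primary single dose, 0.1% DMSO, 0.02–20 µM confirmation series; incubation: 24 h compound exposure at 37°C, 5% CO2; signal: beta-catenin immunofluorescence imaging with DAPI; evaluation: % activation, nuclear-to-cytoplasmic median beta-catenin signal ratio per cell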
MT stabilize HCS: stabilizes microtubules in HeLa cells; % tubulin-high responders, % at 10 µM; 200,000 compounds, 0.83% hits; HeLa tubulin immunostaining HCS, 24 h; share of cells brighter than vehicle mean+2SD;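 active means plate Z-score above 3 for both tubulin-high and condensed-nucleus cell shares, with cell loss under 80%, at 10 µM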;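 further: anti alpha tubulin signal scored within the nucleus-defined area of each cell; some results filed as inactive read as strong as hits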
P. falciparum M17LAP: P. falciparum M17LAP inhibitors, primary screen, biochemical, fluorogenic H-Leu-NHMec substrate, 1536-well (AID 1619); recombinant M17LAP, H-Leu-NHMec fluorogenic kinetic assay; higher % means a stronger effect; 220,000 compounds, 0.38% hits; inhibition, % at 30 µM; hits with a dose series show IC50 in µM;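 active means compound inhibiting the enzyme by more than half at any dose during confirmatory dose-response retesting; inconclusive means strong single-dose inhibitors picked by rank but not retested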;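 further: plate controls were full reaction with DMSO carrier for no effect and no enzyme background for full effect; strong numbers were not always called active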
WT yeast gro inh mutant strain: second read-out of WT yeast gro inh, no call of its own (marks repeat the call); inhibition, %; mitochondrial fusion phenotypic screen, mutant strain inhibition
Dynein cargo inh cytoplasmic EGFP: also measured in Dynein cargo inh; calls as there; z-score; measured here: cytoplasmic GR-EGFP intensity; active compounds read high
Dynein cargo inh nuclear GR-EGFP: second read-out of Dynein cargo inh, no call of its own (marks repeat the call); z-score; measured here: nuclear GR-EGFP intensity;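 lower value marks the stronger effect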
Dynein cargo inh cell count: also measured in Dynein cargo inh; calls as there; z-score; measured here: cell count per field
b-catenin transl cell count 5 µM: further read-out of b-catenin transl, marked with its call; cell count; measured here: cell count, cytotoxicity flag
T cell HTS vesicle-bound %: second read-out of T cell HTS, no call of its own (marks repeat the call); double positive events, %; measured here: CD8+ vesicle-bound cell fraction;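 binding gate set so that unloaded-vesicle control wells show 10% double positive cells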
MT stabilize HCS Hoechst-high %: recorded beside MT stabilize HCS, whose call it bears; % Hoechst-high responders; measured here: nuclear condensation Hoechst responders;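 share of cells brighter than vehicle mean plus two SD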
MT stabilize HCS cytotoxicity %: second read-out of MT stabilize HCS, no call of its own (marks repeat the call); toxicity, %; measured here: cytotoxicity by cell density;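 0% = mean cell density of plate MIN control wells and 100% = no cells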
Autophagy mod cell loss 18 h: also measured in Autophagy mod; calls as there; toxicity, %; measured here: cell loss, nuclei count;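 cell loss after 18 h compound exposure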
An asterisk follows results filed as active; i = inactive; ? = inconclusive; nt = no result given.

Value order – Autophagy mod	Autophagy mod cell loss 18 h	T cell HTS	T cell HTS vesicle-bound %	Dynein cargo inh	Dynein cargo inh cytoplasmic EGFP	Dynein cargo inh nuclear GR-EGFP	Dynein cargo inh cell count	WT yeast gro inh	WT yeast gro inh mutant strain	M1AAP inhibition	Yfh1-depleted yeast	b-catenin transl	b-catenin transl cell count 5 µM	MT stabilize HCS	MT stabilize HCS Hoechst-high %	MT stabilize HCS cytotoxicity %	P. falciparum M17LAP
- CC(C)c1ccc(C(=O)CC2(O)C(=O)N(CN3CCOCC3)c3ccccc32)cc1 (stereo unspecified)
→ i	-5.3	i	21.9	2.1	-0.00421	1.68	-2.27	-6.2	-1.5	5.6%	i	-0.2	1404	2.5	1.6	9.4	8.4%
- CCN(CC)c1ccc(/C=N/NC(=O)Cc2nnc(NC(=O)Nc3ccccc3)s2)cc1
→ i	7.0	i	61.3	-0.441	-0.131	0.16	0.161	-3.8	11.1	8.0%	i	-2.9	1105	4.3	2.3	4.3	0.3%
- COc1ccc(NC(=O)CSc2ccccc2)c([N+](=O)[O-])c1
→ i	-1.1	i	51.8	1.15	-0.036	0.759	-1.99	19.6	-4.9	-0.2%	i	nt	nt	3.5	2.8	4.3	13.0%
- Cc1nn(C)cc1S(=O)(=O)Nc1ccc2c(c1)OCCO2
→ i	5.4	i	32.4	0.252	-0.00791	0.446	0.0995	5.7	9.5	-1.2%	i	-0.2	1592	6.5	2.7	5.6	-2.4%
- Fc1cc2[nH]cnc2cc1Cl
→ nt	nt	i	12.1	0.801	-0.207	0.163	-0.401	nt	nt	5.4%	i	-1.2	1350	nt	nt	nt	55.3%
- Cc1ccc(OCCNC(=O)/C=C/c2ccco2)cc1C
→ i	11.6	i	65.4	-2.13	-0.0449	-0.965	0.287	2.7	3.1	8.2%	i	-2.0	1114	4.3	1.4	10.6	12.3%
- Cc1csc(NC(=O)Cn2nc(C)c([N+](=O)[O-])c2C)n1
→ i	1.0	i	31.3	-0.888	-0.352	-0.43	0.693	-7.2	1.2	5.4%	i	-3.3	1052	4.3	1.8	10.0	8.5%
- COc1cccc(-n2c(C)nc3cc(C(=O)O)ccc32)c1
→ i	-2.1	i	29.9	0.54	0.0678	0.151	-1.53	14.3	14.7	9.3%	i	1.8	1089	0.6	1.3	9.5	5.1%
- O=C(CCc1ccccc1)Nc1ccc(S(=O)(=O)N2CCOCC2)cc1
→ nt	nt	i	40.7	2.02	-0.192	1.74	-1.96	nt	nt	-0.1%	i	-0.3	1357	nt	nt	nt	3.3%
- O=C(c1ccco1)N(Cc1ccco1)c1ccc(O)cc1
→ i	3.2	i	27.2	-0.141	-0.147	0.249	-0.642	15.2	-1.4	-1.3%	i	-5.5	997	3.1	2.0	3.4	8.6%
- Cc1ccc(-n2c(-c3cccs3)nc3nc4ccccc4nc32)cc1
→ i	-1.8	i	50.5	i	nt	nt	-7.08	6.7	-2.6	6.4%	i	2.3	1115	3.4	3.9	2.5	-2.7%
- CC(C)OC(=O)Cn1cc(C#N)c2ccccc21
→ i	2.0	i	43.1	-0.265	-0.366	0.0633	1.73	-21.8	-1.6	nt	i	-3.1	916	2.8	1.1	7.1	nt
- Cc1cc(C)nc(SC(C(=O)O)c2ccccc2)n1 (stereo unspecified)
→ i	-12.4	i	6.6	0.0179	-0.161	-0.011	-0.748	-5.1	5.2	2.9%	i	-0.8	1135	4.6	1.9	8.3	1.2%
- COc1ccccc1-c1cc(-c2cc(Cl)ccc2O)n[nH]1
→ i	25.9	i	50.9	-0.279	0.0709	-0.35	0.289	-2.9	10.2	4.3%	i	-6.1	919	3.4	1.7	2.2	4.2%
- CC1CCN(c2c(NCc3ccc(C(=O)N4CCN(C5CCCCC5)CC4)cc3)c(=O)c2=O)CC1
→ i	7.8	i	22.7	2.18	0.584	2.77	-1.86	0.5	-24.8	0.6%	nt	-3.4	526	3.6	2.8	9.6	10.9%
- CN(CCc1ccccn1)C(=O)CCNC(=O)Cn1cnc2ccccc2c1=O
→ i	6.0	i	13.0	-0.377	-0.273	-0.331	0.162	-11.4	-1.7	14.9%	i	-0.7	1038	4.1	1.7	3.6	14.3%
- [O-]/C(=C(\C(=S)Nc1cccc2ccccc12)[n+]1cccc(CO)c1)c1ccc(Cl)s1
→ i	-4.5	nt	nt	-0.163	-0.233	-0.0952	0.119	8.4	-13.6	8.9%	i	-0.2	1034	2.5	1.7	6.3	3.0%
- COc1ccc(C(OC(=O)c2ccco2)C(=O)NC2CCCCC2)cc1 (stereo unspecified)
→ i	5.0	i	58.0	0.987	-0.176	1.02	-1.45	1.2	-7.7	-2.1%	i	-2.1	1225	4.2	2.3	5.7	-0.8%
- O=C(Cn1nnc2ccccc2c1=O)N[C@@H](Cc1c[nH]c2ccccc12)C(=O)O
→ i	-14.3	i	46.5	0.0304	-0.252	0.142	0.467	2.9	7.7	71.6µM*	i	-2.4	951	2.0	2.0	3.5	12.4%
- O=C(COc1ccc2ccccc2c1Br)N1CCN(c2ccccn2)CC1
→ i	-7.5	i	1.8	0.343	-0.264	0.158	-0.666	34.9	17.5	-2.8%	i	2.5	1242	2.8	2.1	7.6	1.9%
- Clc1nc(N2CCOCC2)ncc1Br
→ nt	nt	i	22.8	0.448	-0.252	-0.193	-0.0146	nt	nt	0.5%	i	0.3	1260	nt	nt	nt	-0.5%
- Cc1ccccc1-n1c(SCC(=O)N(C)C2CCS(=O)(=O)C2)nc2ccccc2c1=O (stereo unspecified)
→ i	7.6	i	44.5	-0.391	-0.328	0.282	0.713	4.8	3.2	1.5%	i	0.2	1511	3.5	2.5	6.2	4.5%
- COc1ccc(CC(=O)OCC(=O)Nc2ccc(N3CCOCC3)cc2)cc1
→ nt	nt	i	22.9	0.536	-0.196	0.267	-0.158	nt	nt	2.4%	i	2.0	984	nt	nt	nt	-2.9%
- N#Cc1nc(-c2ccc(OCc3ccccc3)cc2)oc1N1CCOCC1
→ i	13.0	i	13.2	0.699	-0.227	-0.301	-1.13	-5.5	4.9	3.4%	i	0.9	1183	4.9	3.3	6.2	8.0%
- Cc1noc(C)c1C(=O)N1CCCC(C(=O)c2cccc(C(F)(F)F)c2)C1 (stereo unspecified)
→ i	11.6	i	18.4	-0.362	-0.255	0.0194	0.594	-3.3	10.2	4.7%	i	-0.3	974	1.8	1.7	3.0	4.3%
- Cc1nn(-c2ccccc2)c(C)c1NC(=O)c1ccc(S(=O)(=O)N2CCCC2)cc1
→ i	-3.2	i	36.1	-0.68	0.0968	-0.124	0.265	73.7*	-6.3*	0.9%	i	-1.6	1126	2.0	1.9	6.7	-3.2%
- CN1CCC(=NNc2ncnc3sc4c(c23)CCCC4)CC1
→ i	0.6	i	38.7	-0.209	-0.307	-0.432	0.509	-3.5	-6.0	5.4%	i	-0.9	936	4.3	2.4	5.8	4.7%
- CCOc1ccc2[nH]c(=O)c(CN(Cc3ccco3)Cc3nnnn3Cc3ccccc3)cc2c1
→ i	8.7	i	5.5	-1.1	-0.237	-0.449	0.795	-2.4	2.4	?	i	-1.1	1134	7.8	2.7	7.3	13.9%
- Cc1ccc(S(=O)(=O)c2c(C)cc(C)nc2Cl)cc1
→ i	1.5	i	43.0	-0.14	-0.217	-0.605	0.231	2.9	-4.8	2.5%	i	1.7	1053	1.2	1.4	1.6	-11.4%
- COC(=O)c1ccc(N(CC(=O)NC2CCCC2)C(=O)CNC(=O)c2ccco2)cc1
→ i	-3.5	i	57.8	-0.592	-0.192	-0.137	0.478	-0.1	-11.2	16.2%	i	-0.6	1229	1.7	1.4	7.1	3.2%
- COC(=O)Cc1sc(-c2ccccn2)nc1-c1ccccc1
→ i	0.3	i	54.3	0.0153	-0.232	-0.103	-1.27	9.0	-1.5	-1.4%	i	-2.5	1061	3.6	3.2	5.6	-1.2%
- N/C(=N\N=C\c1ccc2c(c1)OCO2)SC1CC(=O)N(c2ccc(C(=O)O)cc2)C1=O (stereo unspecified)
→ i	2.4	i	44.1	-1.38	-0.31	-0.682	0.384	-6.9	1.4	?	i	-4.8	1009	3.1	3.4	6.1	31.9%
- CN(C)c1nc(Oc2ccc(=O)n(-c3ccccc3)n2)nc(N2CCOCC2)n1
→ i	-6.3	i	34.5	-1.13	-0.216	-0.124	0.989	-6.8	-5.1	0.8%	i	-4.8	979	1.8	2.3	5.3	5.3%
- CCc1nc(SCC(=O)Nc2cc(C)on2)c2c(=O)n(C)c(=O)n(C)c2n1
→ nt	nt	i	42.2	-0.458	-0.252	-0.226	0.377	5.5	4.3	-0.9%	i	-1.4	1141	2.4	2.0	3.9	-0.1%
